# High-throughput results (PubChem)
# HT1080 IDH1KD tx: kills HT-1080 cells with IDH1 knockdown; HT-1080 IDH1 knockdown viability, ATP luminescence, 48 h; hit rate 2% among 360,000; AID 686971; Potency, µM (highest dose often 46.1 µM), inactives show top-dose activity, negative = toxicity, actives largely listed as cytotoxic;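 further: potency means the concentration at half of the fitted maximal effect; 0% = DMSO wells and -100% = cell-free medium wells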
#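 Assay cells: HT-1080 with IDH1 knockdown, 750 per well, RPMI/5% FBS. Exposure: 48 h at 37 °C following 2 h pre-incubation. Read: CellTiter-Glo luminescence; fitted concentration-response, curve class assigned.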
# DRD3 agonist: agonists of human D3 dopamine receptor; D3R DiscoveRx beta-arrestin cells, luminescence, 90 min; max activation, %; hit rate 0.58% among 410,000; in the data active means max activation above about 30%; further: 0% is about no effect; mostly tested at two doses, the higher about 12 µM
# Target sequence (P35462 whole entry, looked up): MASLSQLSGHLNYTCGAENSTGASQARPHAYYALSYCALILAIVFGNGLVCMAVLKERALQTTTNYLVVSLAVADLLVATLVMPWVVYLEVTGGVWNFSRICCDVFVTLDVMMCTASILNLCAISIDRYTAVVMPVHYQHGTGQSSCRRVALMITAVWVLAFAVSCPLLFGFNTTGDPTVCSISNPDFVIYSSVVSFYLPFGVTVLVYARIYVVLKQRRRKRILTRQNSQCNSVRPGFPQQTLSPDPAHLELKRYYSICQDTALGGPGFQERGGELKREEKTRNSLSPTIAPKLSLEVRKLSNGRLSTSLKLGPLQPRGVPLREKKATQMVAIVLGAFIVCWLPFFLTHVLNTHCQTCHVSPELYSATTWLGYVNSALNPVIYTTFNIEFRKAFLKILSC
#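 Cells at 1500/well, incubated overnight, then treated with pinned compounds (dopamine as control) for 90 min at 37 degrees C. DiscoveRx reagent added for 30 - 60 minutes at room temperature; luminescence read.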
# IL-1B inflam inh: blocks inflammasome-driven IL-1 beta release; AID 743279; hit rate 4.7% among 360,000; THP-1 LPS/ATP IL-1B secretion, AlphaLISA, 16 h; active compounds read low; activity change, % at 57.5 µM; in the data active means activity change below about -50%; inconclusive means mostly about -30% to -49%; further: on the % scale 0 is the no-effect control and ±100 the full control effect
#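 THP-1 cells pretreated 1 hr with compounds (up to 57.5 uM final), then stimulated with LPS (250 ng/mL final) plus ATP (1.25 mM final); secreted IL-1B measured by AlphaLISA after 16 hr, decreased signal indicating inhibition.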
# SW480 rereplic: DNA re-replication induction in SW480 cells; SW480 DNA re-replication, Hoechst DNA content imaging, 48 h; Potency, µM (top dose mostly 46.1 µM), inactives show at the highest dose re-replication activation, actives largely listed as activators; hit rate 1.8% among 340,000; further: potency means the concentration at half of the fitted maximal effect; % of control where 0% means no effect; nearly all actives have a fitted effect of over 55% in size
#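 Image-based DNA-content assay: after two days of treatment, nuclei were labelled with the DNA dye Hoechst and imaged, and hits were compounds raising the count of nuclei showing high fluorescence intensity.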
# HT1080NT lethal: kills 2HG-producing HT-1080-NT fibrosarcoma cells | HT-1080-NT fibrosarcoma viability, CellTiter-Glo ATP luminescence, 48 h | Potency, µM (top dose mostly 46.1 µM), for inactives: at the top dose activity, negative = less viability, most hits filed as cytotoxic | hit rate 1.6% among 360,000 | AID 686970;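 further: NT is the 2HG producing partner of a matched IDH1 knockdown line; potency means the concentration at half of the fitted maximal effect; 0% = DMSO-treated cells and -100% = media-only wells without cells; nearly all actives have a fitted effect of over 55% in size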
#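 Luminescent CellTiter-Glo readout after 48 hours of compound exposure at 37 degrees C defined viability of HT-1080-NT cells. Activity was normalized to DMSO wells and cell-free media wells; concentration-response curves were fitted and assigned curve classes.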
# KB-3-1 tox: KB-3-1 parental cell cytotoxicity; Potency, µM (highest dose often 46.1 µM), inactives show at the top dose activity change, negative = cytotoxic, hits mostly cytotoxic; hit rate 1.4% among 400,000; KB-3-1 viability, CellTiter-Glo ATP luminescence, 72 h; AID 1347075; further: potency means the concentration at half of the fitted maximal effect; on the % scale 0 is the no-effect control and ±100 the full control effect; nearly all actives have a fitted effect of over 60% in size
#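 Cells are dispensed, compounds pinned in, plates held at 37 °C for 72 h, then CellTiter-Glo is added and luminescence read after 10 minutes. Cell line: parental KB-3-1 in phenol-red-free DMEM, 10% FBS.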
# GLP1R ag: agonists of human GLP-1 receptor; P43220; hit rate 0.007% among 380,000; HEK293 GLP-1R CRE-luciferase, luminescence, 4-6 h; cells express a hypersensitive GLP-1R form; Potency, µM (top dose mostly 45.6 µM), for the others: top-dose activation, actives largely listed as activators; further: potency means the concentration at half of the fitted maximal effect; % of control where 0% means no effect
# Target sequence (P43220 whole entry, looked up): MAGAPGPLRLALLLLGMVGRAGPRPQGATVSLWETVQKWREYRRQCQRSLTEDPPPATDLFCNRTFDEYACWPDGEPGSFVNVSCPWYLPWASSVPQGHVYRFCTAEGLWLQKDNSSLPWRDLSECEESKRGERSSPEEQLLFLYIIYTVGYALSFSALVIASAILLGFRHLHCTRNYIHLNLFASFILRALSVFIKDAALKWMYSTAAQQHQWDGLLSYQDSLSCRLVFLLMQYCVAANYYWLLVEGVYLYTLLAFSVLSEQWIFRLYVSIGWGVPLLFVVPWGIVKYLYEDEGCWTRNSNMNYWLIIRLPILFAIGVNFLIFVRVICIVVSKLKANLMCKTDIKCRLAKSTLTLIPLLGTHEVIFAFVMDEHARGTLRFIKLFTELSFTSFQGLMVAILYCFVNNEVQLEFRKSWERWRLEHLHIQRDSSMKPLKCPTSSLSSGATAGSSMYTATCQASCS
# D3 antag: blocks the human D3 dopamine receptor; P35462; D3R cells, DiscoveRx beta-arrestin luminescence, antagonist mode; active compounds read low; max response, negative = inhibition, %; hit rate 2.5% among 360,000; AID 652054; in the data active means max response below about -50%; inconclusive means no clear call, values can overlap the other calls; further: on the % scale 0 is the no-effect control and ±100 the full control effect; mostly tested at two doses, the higher about 12 µM
#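 Cells expressing the human receptor were seeded at 1500 cells/well, incubated overnight at 37 degrees C in 5% CO2, then exposed to library compounds with dopamine controls for 90 minutes at 37 degrees C before luminescent detection.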
# KB-V1 cytotox: KB-V1 MDR subline cytotoxicity. KB-V1 MDR cells viability, CellTiter-Glo, 72 h. Potency, µM (titrated, usually from 46.1 µM), for the others: at the top dose activity change, negative = cytotoxicity, usual class: cytotoxic. hit rate 3.4% among 400,000. AID 1347076; further: potency means the concentration at half of the fitted maximal effect; on the % scale 0 is the no-effect control and ±100 the full control effect; nearly all actives have a fitted effect of over 60% in size
#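 Cells of the MDR subline KB-V1 are plated, dosed with compound at multiple concentrations, and incubated 72 h at 37 degrees C; CellTiter-Glo is then added and luminescence read after 10 min.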
# Active calls of the source: *; i = inactive; ? = inconclusive; . = no result given; & = joins results of further samples; [ ] = remark or other dose. Unless noted, the call rests on the fitted dose curve; in most records, active means well fitted curve in the direction sought with a large enough effect; inconclusive means small, poorly fitted or top-dose-only effect, or another doubt; inactive means no such curve, though single readings can be large; an effect the other way counts as inactive or inconclusive. An unsorted share of the library (roughly 12% active in at least one column).
SMILES,HT1080 IDH1KD tx,DRD3 agonist,IL-1B inflam inh,SW480 rereplic,HT1080NT lethal,KB-3-1 tox,GLP1R ag,D3 antag,KB-V1 cytotox
COc1cccc(C(=O)Nc2ccc(NC(=O)C3CC=CCC3C(=O)O)cc2)c1 (centres undefined),2%,-4,14,-7%,-11%,1%,-1%,0,6%
O=C(O)Cn1cc(C(=S)N2CCCCC2)c2ccccc21,4%,4,8,-12%,-1%,-2%,-5%,3,12%
CN(CC(O)COc1ccccc1F)C1CCCCC1 (centres undefined),2%,-23,12,22%,4%,-9%,14%,-2,-1%
Cc1ccc(C(=O)N/C(=C\c2ccc(C(C)C)cc2)C(=O)NCCCN2CCOCC2)cc1,-19%,-9,?,?,-8%,15%,2%,-12,-26%
Cc1cccc(N2CCN(C(=O)C3CCN(c4ncnc5c4nc4n5CCCCC4)CC3)CC2)c1C,0%,10&5,-15,-2%,-2%,?,3%,29,-15%
O=C(CC1c2ccccc2Oc2ccccc21)N1CCN(c2ccccn2)CC1,0%,4,-12,6%,10%,-10%,0%,16,-18%
CCN(CC)S(=O)(=O)c1ccc(/C=C/C(=O)O)cc1,10%,-4,-3,-13%,27%,-9%,0%,4,-7%
O=C(c1ccc(C(F)(F)F)cc1)N1CCC(=O)N(C(COCc2ccc(Cl)cc2)Cc2ccccc2)CC1 (centres undefined),?,-2,-61*,?,?,?,-4%,-1,?
CCCNC(=O)COc1coc(CN2CCN(c3ccc(F)cc3)CC2)cc1=O,2%,3,2,-1%,-1%,12%,5%,-1,34%
COc1cc(/C=N/NC(=S)NC2CC3CCC2C3)ccc1O (centres undefined),-13%,6,0,-11%,-12%,-2%,29%,0,2%
Nc1nnc(CC(=O)Nc2ccccc2)s1,13%,13,18,-65%[inhibitor],13%,6%,4%,2,18%
CCc1cc2c(CN(C)Cc3ccccc3F)cc(=O)oc2cc1O,?,9,13,?,?,?,21%,4,12µM*
CCOC(=O)c1c(NC(=O)CN2C(=O)NC3(CCC(C)CC3)C2=O)sc(C)c1-c1ccc(C)cc1 (centres undefined),0%,-18,26,-6%,-5%,1%,26%,-29,1%
CC1=CCC2C(=O)N(c3ccc(C)cc3)C(=O)C2C1 (centres undefined),-3%,-20,14,0%,10%,-12%,1%,-24,-11%
CCCCN(C(=O)c1cc(CC)c(C)s1)c1c(N)n(CC(C)C)c(=O)[nH]c1=O,5%,-8,-13,-6%,3%,-2%,-4%,8,23%
CCN(CC)c1ccc(NC(=O)c2cnn(CC)c2)cc1,0%,5,-6,-4%,6%,9%,-5%,?,0%
CCOC(=O)c1c(NC(=O)CSc2cn(CCNC(=O)c3ccc(OC)cc3)c3ccccc23)sc2c1CCC2,.,4,.,.,.,0%,-1%,.,2%
COc1ccc(C(=O)On2c(-c3ccc(Br)cc3)nc3ccccc3c2=O)cc1,?,24,?,?,?,?,0%,18,?
O=C(CN1C(=O)NC2(CCCCCC2)C1=O)Nc1ccc(Cl)c([N+](=O)[O-])c1,?,0,0,-4%,-27%,-23%,-1%,-13,0%
O=C(NNC(=O)C1COc2ccccc2O1)c1ccccc1O (centres undefined),0%,32*,5,?,0%,-4%,1%,8,?
CCCn1nnnc1NCc1ccccc1OCc1cccs1,1%,1,-3,4%,-18%,5%,1%,6,6%
O=C(NCCOc1ccccc1)C1Nc2ccc(OC(F)(F)F)cc2C2C=CCC12 (centres undefined),-2%,-9,2,-1%,10%,0%,-6%,-22,4%
Cc1cc(C)c2nc(N3C(=O)C(O)=C(C(=O)c4ccco4)C3c3ccc(O)cc3)sc2c1 (centres undefined),-1%,-13,6,-9%,-13%,-7%,-8%,-1,0%
Cc1ccc(N=C2NC(=O)/C(=C/c3cn(C)c4ccccc34)S2)cc1C,0%,-11,-25,?,-4%,?,-10%,?,?
O=C1/C(=C\c2ccc(O)cc2)SC(=S)N1/N=C/c1ccc(O)cc1,6%,0,-16,-4%,1%,19%,15%,24,-1%

# 2 of the compounds above, as labelled records:
Cc1ccc(C(=O)N/C(=C\c2ccc(C(C)C)cc2)C(=O)NCCCN2CCOCC2)cc1
  HT1080 IDH1KD tx: -19%
  DRD3 agonist: -9
  IL-1B inflam inh: ?
  SW480 rereplic: ?
  HT1080NT lethal: -8%
  KB-3-1 tox: 15%
  GLP1R ag: 2%
  D3 antag: -12
  KB-V1 cytotox: -26%
CCOC(=O)c1c(NC(=O)CN2C(=O)NC3(CCC(C)CC3)C2=O)sc(C)c1-c1ccc(C)cc1 (centres undefined)
  HT1080 IDH1KD tx: 0%
  DRD3 agonist: -18
  IL-1B inflam inh: 26
  SW480 rereplic: -6%
  HT1080NT lethal: -5%
  KB-3-1 tox: 1%
  GLP1R ag: 26%
  D3 antag: -29
  KB-V1 cytotox: 1%

# Compound profiles, from the list above:
# COc1cccc(C(=O)Nc2ccc(NC(=O)C3CC=CCC3C(=O)O)cc2)c1 (centres undefined) is listed as HT1080 IDH1KD tx: 2%; DRD3 agonist: -4; IL-1B inflam inh: 14; SW480 rereplic: -7%; HT1080NT lethal: -11%; KB-3-1 tox: 1%; GLP1R ag: -1%; D3 antag: 0; KB-V1 cytotox: 6%
# COc1cc(/C=N/NC(=S)NC2CC3CCC2C3)ccc1O (centres undefined) is listed as HT1080 IDH1KD tx: -13%; DRD3 agonist: 6; IL-1B inflam inh: 0; SW480 rereplic: -11%; HT1080NT lethal: -12%; KB-3-1 tox: -2%; GLP1R ag: 29%; D3 antag: 0; KB-V1 cytotox: 2%
# Cc1ccc(N=C2NC(=O)/C(=C/c3cn(C)c4ccccc34)S2)cc1C is listed as HT1080 IDH1KD tx: 0%; DRD3 agonist: -11; IL-1B inflam inh: -25; SW480 rereplic: ?; HT1080NT lethal: -4%; KB-3-1 tox: ?; GLP1R ag: -10%; D3 antag: ?; KB-V1 cytotox: ?

# The results go on.
SMILES,HT1080 IDH1KD tx,DRD3 agonist,IL-1B inflam inh,SW480 rereplic,HT1080NT lethal,KB-3-1 tox,GLP1R ag,D3 antag,KB-V1 cytotox
COCc1cc(C)nc(N2CCOCC2)c1C#N,9%,2,-4,-11%,-8%,8%,2%,17,2%
Cc1cc(C(=O)N/N=C/c2cccc([N+](=O)[O-])c2)c(C)o1,5%,-4,-14,-1%,1%,9%,-5%,-15,9%
COc1cccc(CC(=O)Nc2ccc(N3CCOCC3)c(S(=O)(=O)Nc3ccccc3OC)c2)c1,-2%,-3,12,?,0%,11%,-12%,4,12%
CCc1ccc(CNc2ccc(O)cc2)cc1,?,-1,12,?,?,?,16%,-25,1%
Cc1nn(C)c(C)c1CN(C)C(=O)C1CCC(=O)N(C2CCCCCC2)C1 (centres undefined),24%,-4,i,?,12%,4%,-8%,-14,?
CCCCn1c(N)c(N(CC(C)C)C(=O)COC(=O)c2ccccc2NCCO)c(=O)[nH]c1=O,0%,5,-5,-3%,5%,0%,-8%,-15,-1%
O=C(O)/C(=C\c1cccc(O)c1)c1ccc(S(=O)(=O)N2CCCC2)s1,4%,0,8,-1%,11%,0%,-3%,-4,20%
Cc1nc(Cl)c2c(n1)N(CC(N)=O)C(=O)CO2,7%,0,18,-1%,-1%,2%,3%,-2,13%
Oc1[nH]c2ccccc2c1N=Nc1ccccc1Cl,0%,-9,24,-1%,1%,0%,-6%,4,-9%
CCOC(=O)C(C)(C)N(Cc1ccccc1C)S(=O)(=O)c1ccc(Cl)c([N+](=O)[O-])c1,?,-3,-97*,?,?,-5%,-9%,-50*,-2%
CNC[C@@H](CC1CCCCC1)NC[C@H](CC(C)C)NCCc1cccc(C(F)(F)F)c1,?,-33,-111*,?,23µM*,?,-17%,0,?
Cc1cc(C)c(S(=O)(=O)N/N=C/c2ccc([N+](=O)[O-])o2)c(C)c1,2%,2,-3,-2%,-13%,3%,-2%,2,-5%
Cn1c(SCc2nc3ccccc3s2)nnc1-c1ccc2c(c1)OCO2,-16%,-8,14,0%,-4%,-17%,9%,-9,?
O=C(CSc1ncnc2scc(-c3ccccc3)c12)N1CCN(Cc2ccc3c(c2)OCO3)CC1,-29%,7,-25,1%,-12%,-5%,13%,15,?
Cn1c(CCNC(=O)c2ccco2)nc2cc(NS(=O)(=O)c3ccc(Cl)cc3)ccc21,0%,1,-8,-10%,6%,6%,-8%,9,-6%

# Reprinted from the listing, six compounds:
SMILES,HT1080 IDH1KD tx,DRD3 agonist,IL-1B inflam inh,SW480 rereplic,HT1080NT lethal,KB-3-1 tox,GLP1R ag,D3 antag,KB-V1 cytotox
CCOC(=O)C(C)(C)N(Cc1ccccc1C)S(=O)(=O)c1ccc(Cl)c([N+](=O)[O-])c1,?,-3,-97*,?,?,-5%,-9%,-50*,-2%
CNC[C@@H](CC1CCCCC1)NC[C@H](CC(C)C)NCCc1cccc(C(F)(F)F)c1,?,-33,-111*,?,23µM*,?,-17%,0,?
Cc1cc(C)c(S(=O)(=O)N/N=C/c2ccc([N+](=O)[O-])o2)c(C)c1,2%,2,-3,-2%,-13%,3%,-2%,2,-5%
Cn1c(SCc2nc3ccccc3s2)nnc1-c1ccc2c(c1)OCO2,-16%,-8,14,0%,-4%,-17%,9%,-9,?
O=C(CSc1ncnc2scc(-c3ccccc3)c12)N1CCN(Cc2ccc3c(c2)OCO3)CC1,-29%,7,-25,1%,-12%,-5%,13%,15,?
Cn1c(CCNC(=O)c2ccco2)nc2cc(NS(=O)(=O)c3ccc(Cl)cc3)ccc21,0%,1,-8,-10%,6%,6%,-8%,9,-6%
